Source: PubChem BioAssay (National Center for Advancing Translational Sciences (NCATS))
TRb-SRC2 inh = disrupts binding of human TR beta to SRC2. P10828. 280,000 tested, 0.065% active. AID 1469. Potency, µM (highest dose often 106 µM), for the others: at the highest dose activity change, negative = inhibition, hits mostly inhibitors. TRbeta-SRC2 peptide binding, fluorescence polarization; receptor liganded with 1 µM T3;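 note: plate controls were bound peptide for no effect and peptide without receptor for full effect; nearly all actives have a fitted effect of over 50% in size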
Target sequence (P10828 whole entry, looked up): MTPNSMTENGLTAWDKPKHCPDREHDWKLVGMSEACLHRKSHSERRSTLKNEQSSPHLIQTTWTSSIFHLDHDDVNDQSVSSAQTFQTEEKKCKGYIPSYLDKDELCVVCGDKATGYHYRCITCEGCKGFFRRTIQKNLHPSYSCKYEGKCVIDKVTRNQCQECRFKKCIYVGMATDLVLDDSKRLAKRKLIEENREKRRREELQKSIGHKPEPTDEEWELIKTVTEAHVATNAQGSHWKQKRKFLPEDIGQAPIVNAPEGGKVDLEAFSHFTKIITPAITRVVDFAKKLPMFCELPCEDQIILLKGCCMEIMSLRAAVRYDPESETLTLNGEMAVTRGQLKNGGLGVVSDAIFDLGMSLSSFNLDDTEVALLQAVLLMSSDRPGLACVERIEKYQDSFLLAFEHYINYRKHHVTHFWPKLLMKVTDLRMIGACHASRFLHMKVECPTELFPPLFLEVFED
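TRb LBD 0.6 uM + Texas Red SRC2 peptide 20 nM, 1 uM T3, Tris buffer w/ 5% DMSO; compound pinned, 5 h RT; FP read ex 555/em 632; normalized to unbound and bound controls.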
JMJD2E inh = JMJD2E (human) inhibition. Potency, µM (titrated, usually from 57.1 µM), inactives show at the highest dose activity change, negative = inhibition, most hits filed as inhibitors. B2RXH2. 230,000 tested, 1.6% active. JMJD2E catalytic domain, FDH-coupled NADH fluorescence (FDH is formaldehyde dehydrogenase); active = well fitted inhibition curve with a large enough effect, not every such curve was filed as active; inconclusive = small, poorly fitted or top-dose-only effect, or another doubt; inactive = no such curve, though single readings can be large or run the other way;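 note: 0% = wells with enzyme and -100% = buffer wells without enzyme; nearly all actives have a fitted effect of over 50% in size; many of its hits are not listed in these tables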
ALDH1A1 inh = blocks purified human ALDH1A1 activity; P00352; Purified ALDH1A1, NADH fluorescence, propionaldehyde substrate; Potency, µM (doses to about 75.3 µM), without a hit: at the top dose activity, negative = inhibition, actives largely listed as inhibitors; 220,000 tested, 7.3% active; active = well fitted inhibition curve with a large enough effect, not every such curve was filed as active; inconclusive = small, poorly fitted or top-dose-only effect, or another doubt; inactive = no such curve, though single readings can be large or run the other way;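 note: plate controls were no enzyme wells and a reference inhibitor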
SMN2 splice up = increases expression of the SMN2 splice variant. Potency, µM (titrated, usually from 46.1 µM), for the others: at the top dose activity change, positive = activation, hits mostly activators. AID 1458. 210,000 tested, 2.8% active. HEK293 SMN2-luciferase splicing reporter, luminescence, 30-36 h; note: % of control where 0% means no effect; nearly all actives have a fitted effect of over 55% in size
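qHTS luciferase splicing reporter: luminescence rises when SMN2 exon 7 is included in transfected HEK293 cells. Compound exposure lasted 30-36 h at 37C, with 4.5 mM final sodium butyrate as control, followed by a ONE-Glo read.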
LMNA splice mod = modulators of lamin A splicing | HeLa LMNA splicing GFP/RFP minigene ratio, 48 h | Potency, µM (highest dose often 46.1 µM), for the others: at the highest dose ratio change, negative = inhibition, actives largely listed as inhibitors | 200,000 tested, 0.01% active | AID 1487; active = well fitted inhibition curve with a large enough effect in the signal ratio, with a control signal flat, not every such curve was filed as active; inconclusive = small, poorly fitted or top-dose-only effect, or effect the other way, or a change in a side signal; the % refers to the signal ratio; note: % is set by controls: 0 for no effect and ±100 for the full control effect
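S3 HeLa stable clones carrying a lamin A-EGFP splicing minigene plus DsRed2 were seeded at 600 cells/well in Opti-MEM with 2% FBS, pin-dosed and incubated 48 h at 37°C. Acumen cytometry (488 nm) gave the GFP/RFP total-intensity ratio.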
RECQ1 inh = inhibitors of human RECQ1 DNA helicase; RECQ1 DNA unwinding, red fluorescence kinetic read; Potency, µM (doses to about 57.3 µM), without a hit: at the top dose activity, negative = inhibition, most hits filed as inhibitors; 240,000 tested, 0.54% active; AID 2549;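 note: plate controls were vehicle for no effect and no enzyme for full effect; nearly all actives have a fitted effect of over 30% in size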
Target sequence (P46063 whole entry, looked up): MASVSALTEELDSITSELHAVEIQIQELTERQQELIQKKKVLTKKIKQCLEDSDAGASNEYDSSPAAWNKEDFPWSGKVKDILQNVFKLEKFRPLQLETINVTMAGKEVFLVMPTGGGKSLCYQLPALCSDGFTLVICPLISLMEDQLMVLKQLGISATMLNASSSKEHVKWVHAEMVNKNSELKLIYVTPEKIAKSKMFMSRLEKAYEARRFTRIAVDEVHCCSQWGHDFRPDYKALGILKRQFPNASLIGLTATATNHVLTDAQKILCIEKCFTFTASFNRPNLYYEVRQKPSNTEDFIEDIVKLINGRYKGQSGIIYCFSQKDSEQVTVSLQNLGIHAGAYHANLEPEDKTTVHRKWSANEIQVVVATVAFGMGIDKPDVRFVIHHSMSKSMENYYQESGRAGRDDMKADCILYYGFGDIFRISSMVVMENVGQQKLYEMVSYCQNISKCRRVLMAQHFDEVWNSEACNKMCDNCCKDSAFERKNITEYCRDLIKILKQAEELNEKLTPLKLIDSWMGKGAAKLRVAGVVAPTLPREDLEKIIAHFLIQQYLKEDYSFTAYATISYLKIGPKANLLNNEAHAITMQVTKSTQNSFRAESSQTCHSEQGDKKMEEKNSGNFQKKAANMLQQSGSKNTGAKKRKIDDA
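50 nM RECQ1T1 preincubated 15 min with compound in Tris pH 8.0 buffer with MgCl2, DTT, Tween-20 and 2.5 ug/ml poly(dI-dC); started with 200 nM TAMRA/BHQ-2 forked duplex and 2 mM ATP. Unwinding read as fluorescence (525/598 nm), two reads 2 h apart.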
TexasRed fluor = alters Texas Red total fluorescence, flagging assay interference. TRb/SRC2 Texas Red total fluorescence interference. Potency, µM (titrated, usually from 106 µM), without a hit: at the highest dose fluorescence change, negative = quenching. 280,000 tested, 0.29% active; active = well fitted curve in either direction with a large enough effect; inconclusive = small, poorly fitted or top-dose-only effect; note: % is set by controls: 0 for no effect and ±100 for the full control effect
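Flags fluorescent or light-absorbing compounds by total fluorescence, S + 2P, at 555 nm excitation and 632 nm emission. Mixture: 20 nM Texas Red SRC2 peptide, 0.6 uM human TRb LBD, 1 uM T3, 5% DMSO; compound exposure 5 h at ambient temperature.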
GoLoco inh red = blocks human Gai1 binding to RGS12 GoLoco peptide, red readout; P63096; Gai1:RGS12 GoLoco peptide FP, rhodamine, 10 min; Potency, µM (highest dose often 61.6 µM), for the others: top-dose activity, negative = inhibition, most hits filed as inhibitors; 230,000 tested, 0.44% active; AID 880; active = well fitted inhibition curve with a large enough effect, not every such curve was filed as active; inactive = no such curve, though single readings can be large or run the other way; note: % is set by controls: 0 for no effect and ±100 for the full control effect; nearly all actives have a fitted effect of over 30% in size; many of its hits are not listed in these tables
An asterisk follows results filed as active; i = inactive; ? = inconclusive; . = not tested or not shown; & = joins results of further samples; [ ] = remark or other dose. Unless noted, calls come from the whole dose curve; as a rule, active = well fitted curve in the direction sought with a large enough effect; inconclusive = small, poorly fitted or top-dose-only effect, or another doubt; inactive = no such curve, though single readings can be large; an effect the other way counts as inactive or inconclusive. Potency is the fitted concentration of half-maximal effect.

SMILES	TRb-SRC2 inh	JMJD2E inh	ALDH1A1 inh	SMN2 splice up	LMNA splice mod	RECQ1 inh	TexasRed fluor	GoLoco inh red
CCc1nnc(NC(=O)CSc2nc3cc4c(cc3cc2CC)OCCO4)s1	0%	2%	0%	4%	2%	-2%	-1%	6%
COC(=O)Nc1ncc(CN2CCc3ccccc3C2)s1	-5%	-14%	-1%	28%	1%	-1%	-6%	-10%
CCOC(=O)C(NC(=O)Nc1ccc(F)cc1)(OCC)C(F)(F)F (stereo not drawn)	-5%	9%	4%	?	-1%	-2%	-1%	2%
COc1ccc(C(=O)Nc2cc(OC)c(Cl)cc2OC)cc1	11%	-1%	-5%	16%	1%[9.22 µM]	1%	-2%	-2%
Cc1ccc(N=C2CCCCCN2C)c(C#N)c1	-17%	-4%	-11%	1%	-2%	i	0%	-7%
C=C(C)CSc1nc2ncc(Cl)cc2[nH]1	-4%	4%	5%	11%	-3%	-5%	-1%	12%
CCC(Sc1nncn1C)C(=O)Nc1cc(C)on1 (stereo not drawn)	3%	0%	11%	.	?	i	-2%	14%
O=C(Nc1cccnc1Cl)C1c2ccccc2Oc2ccccc21	2%	4%	-3%	8%	-6%	-4%	-3%	1%
CN(C)C(=O)CSc1n[nH]c(=O)[nH]c1=O	3%	13%	9%	.	23%[46 µM]	i	-3%	0%
CCOC(=O)c1c(N)nn(C(=O)CC)c1-c1ccccc1	-6%	-1%	0%	1%	-9%	-4%	-5%	-3%
CCCOC(=O)C1C2C=CC3(CN(c4cccc(Cl)c4)C(=O)C13)O2 (stereo not drawn)	1%	-5%	0%	13%	-7%	0%	0%	13%
COc1ccc(OCC(=O)NC(=S)N2CCCc3ccccc32)cc1	-23%	?	8.9µM*	15%	0%	i	6%	-4%
COC(=O)c1ccccc1NC(=O)C1CCN(S(=O)(=O)c2cc(C)ccc2OC)CC1	-9%	?	-3%	14%	-14%	-6%	1%	6%
CN(c1ccccc1)S(=O)(=O)c1ccc(Cl)c(C(=O)NCCc2c[nH]c3ccccc23)c1	2%	-6%	4%	-16%	?	i	3%	10%
O=C(OCC(=O)c1ccc[nH]1)c1ccc2ccccc2n1	-13%	-29%	-12%	6%	-2%[46 µM]	i	-3%	17%
CCOC(=O)CN1C(=O)N[C@@H](CCc2ccccc2)[C@H](C(C)=O)[C@H]1C	4%[11.2 µM]	-4%[11.4 µM]	6%[13.5 µM]	2%[9.22 µM]	-3%[9.22 µM]	-9%[11.5 µM]	-3%[11.2 µM]	5%[14.2 µM]
CC(O)[C@H]1CN=C(N)N1CCCCC1CCCCC1 (stereo partly drawn)	1%	1%	.	.	.	-4%	-1%	9%
CC(C)c1ccccc1OCCNC(=O)c1cccnc1	-9%	2%	17%	-40%[inhibitor]	?	2%	-3%	9%
COCCn1c(=S)[nH]c2cc(C(=O)NC(C)C)ccc2c1=O	11%	7%	0.18µM*	0%	-15%	-1%	2%	0%
CC(=O)Nc1nc(=O)c2ccccc2s1	-15%	-3%	-8%	18%	9%	-13%	2%	-5%
CCC(=O)Nc1c(S(=O)(=O)c2ccccc2)c2nc3ccccc3nc2n1C(C)c1ccccc1 (stereo not drawn)	3%	?	?	-23%	?	-5%	-6%	2%
CCOc1ccc(/C=C/C(=O)c2cccs2)cc1	3%	?	?	.	.	-13%	-3%	-1%
CCCn1c(SCc2nc(-c3cccs3)no2)nnc1-c1ccncc1	4%	2%	-2%	-28%	-13%	1%	3%	6%
COC(=O)c1ccccc1N1CCS(=O)(=O)CC1	-2%	4%	3%	11%	.	20%	-2%	-1%
O=C(O)CCC(=O)Nc1ccc(N2CCCCCC2)cc1	-26%	?	11µM*	?	2%	-28%	-1%	-30%
COCCn1c(SCC(=O)Nc2nnc(C)s2)nnc1-c1cc2ccccc2cc1O	7%	3%	?	3%	?	-4%	0%	-24%
Cn1c(=O)[nH]c(=O)c2c1nc(CN1CCOCC1)n2CCCc1ccccc1	-8%	5%	-9%	27%	-9%	-10%	-5%	14%
O=C(O)CCc1nc2cc3ccccc3cc2[nH]1	7%	?	2%	7%	4%[9.22 µM]	-5%	2%	8%
O=C1COc2ccc(C(=O)CSc3nnc(NCc4ccccc4)s3)cc2N1	-2%	1%	.	.	.	i	1%	14%
c1ccc(CC2CCN(c3ncnc4sccc34)CC2)cc1	3%	-29%	-15%	-41%[inhibitor]	15%[9.22 µM]	-21%	-3%	18%
CC(C)CCN1NC2(CCCC(C)C2)NC1=S (stereo not drawn)	-3%	?	.	.	.	-3%	-3%	0%
O=C(CNC(=O)OCc1ccccc1)NC1CCCCCC1	1%	3%	3%	-5%	-13%[46 µM]	18%	0%	8%
CC(C)Cn1c(-c2ccc(Cl)cc2)cnc1SCC(=O)N1CCOCC1	-14%	1%	10%	0%	12%	-8%	-2%	-8%
CCC(Oc1ccccc1)C(=O)N1CCN(CC)CC1 (stereo not drawn)	-19%	2%	1%	-15%	25%	-6%	-4%	5%
Nc1nc(C2CC2)c(Sc2sc(N)nc2C2CC2)s1	-3%	1%	0%	16µM*	-15%	i	-3%	-6%
CC1Cc2ccccc2N1C(=S)NC(=O)c1ccc(Cl)cc1Cl (stereo not drawn)	1%	-6%	2%	.	?	2%	-4%	.
CC(C)CC1NC(=O)N(CC(=O)N2CCN(S(=O)(=O)c3ccccc3)CC2)C1=O (stereo not drawn)	-5%	2%	-7%	0%	2%	-10%	-1%	-3%
CCCNC(=O)Nc1ccc2c(c1)nc(C)n2C	-1%	-4%	9%	10%	-2%	i	2%	9%
O=C(CCc1ccccc1)NC(=S)Nc1cccc(Br)c1	-1%	-1%	?	-1%	?	-16%	1%	3%
Cc1ccc(OCC(=O)Nc2ccc(O)c(-c3nc4ccccc4o3)c2)cc1	-6%	8%	3%	72%	-2%	-3%	-1%	37%[activator]
CCCc1[nH]nc2c1C(c1cccnc1)C(C#N)=C(N)O2 (stereo not drawn)	1%	-19%	14µM*	.	-4%	-2%	0%	.
S=C(NCCOCCOCCNC(=S)Nc1ccccc1)Nc1ccccc1	-5%	-30%	13µM*	-10%	?	-6%	0%	17%
Cc1ccccc1NC(=O)Cn1c(=O)n(-c2ccc(CC(=O)NCC3CCCO3)cc2)c(=O)c2ccccc21 (stereo not drawn)	2%&1%	-11%	-4%	11%&-6%	.	-1%	-3%&3%	3%
Cc1ccc(S(=O)(=O)n2ccnc2)cc1C	3%	-8%	-3%	-8%	6%	-7%	0%	4%
Cc1cc(C)n(-c2nc3ccccc3n3cnnc23)n1	0%	8%	11%	-6%	7%	-3%	-2%	2%
C/C(CC(=O)Nc1ccc(Cl)cc1Cl)=N\NC(N)=S	7%	-1%	?	19%	?	0%	1%	-2%
Cc1ccc(-n2c(=S)[nH]c3nc4c(cc3c2=O)COC(C)(C)C4)cc1	-1%	12%	?	-25%	-1%	-13%	1%	-6%
Cc1c(N2C(=O)c3cccc4cccc(c34)C2=O)c(=O)n(-c2ccccc2)n1C	5%	-1%	?	6%	2%	-8%	-1%	-10%
COc1ccc(C2CC(C(F)(F)F)n3ncc(C(=O)O)c3N2)cc1OC (stereo not drawn)	0%	?	-14%	-5%	-4%	-19%	-1%	3%
C=CCCC1(C)C(=O)N(c2ccccc2)c2ccccc21 (stereo not drawn)	6%	4%	-5%	24%	-4%	0%	-3%	25%
N#Cc1nc(-c2ccc(OCc3ccccc3)cc2)oc1NCCN1CCOCC1	-7%	?	?	-12%	21%	i	-4%	0%
Cc1nn2cc(-c3ccccc3)nc2[nH]c1=O	-2%	7%	3%	.	6%	i	-3%	.
COc1ccc(Cn2nnnc2C(c2ccccn2)N2CCN(c3cc(Cl)ccc3C)CC2)cc1 (stereo not drawn)	-8%	-14%	-12%	-29%	?	-5%	2%	7%
Cc1ccc(N2CCN(C(=O)Nc3cccc([N+](=O)[O-])c3)CC2C)cc1 (stereo not drawn)	-6%	0%	-13%	-26%	.	12%	-6%	13%
Clc1ccccc1/C=C/c1nc(-c2ccccn2)no1	7%	2%	.	.	.	-1%	-5%	14%
O=S(=O)(c1cccc2ccccc12)n1nnc2ccccc21	-6%	-7%	13%	-21%	2%	-3%	1%	-4%
CCOc1ccc(C(=O)CN2CCN(S(=O)(=O)c3ccc(Br)cc3)CC2)cc1	0%	-4%	22µM*	-27%	-1%	i	-3%	-8%
CCc1ccccc1-n1nnnc1-c1cnccc1C(F)(F)F	1%	-14%	18µM*	.	.	-7%	-1%	8%
C=C(C)CN(CC)C(=O)CCc1nnc(CCc2c[nH]c3ccccc23)o1	1%	3%	6%	.	.	?	-1%	-5%
CCOC(=O)Cc1cnc(NC(=O)Cn2nnc(-c3ccc(OCC)cc3)n2)s1	7%	-1%	9%	0%	?	-7%	1%	17%
Cc1ccc(-n2c(N)c(C(=O)Nc3c(C)n(C)n(-c4ccccc4)c3=O)c3nc4ccccc4nc32)cc1C	1%	?	20%	-1%	?	-7%	2%	76%[activator]
CCn1c(=O)cc(OCC(=O)NCCc2cccc(C)c2)c2ccccc21	3%	3%	-11%	-7%	-17%[46 µM]	0%	5%	3%
Cc1ccc(Cl)c(NC(=O)COC(=O)CNS(=O)(=O)/C=C/c2ccccc2)c1Cl	-7%	0%	10%	4%	6%	i	-2%	9%

2 of these compounds, set out differently:
> Cc1ccc(-n2c(=S)[nH]c3nc4c(cc3c2=O)COC(C)(C)C4)cc1
  TRb-SRC2 inh = -1%; JMJD2E inh = 12%; ALDH1A1 inh = ?; SMN2 splice up = -25%; LMNA splice mod = -1%; RECQ1 inh = -13%; TexasRed fluor = 1%; GoLoco inh red = -6%
> Cc1c(N2C(=O)c3cccc4cccc(c34)C2=O)c(=O)n(-c2ccccc2)n1C
  TRb-SRC2 inh = 5%; JMJD2E inh = -1%; ALDH1A1 inh = ?; SMN2 splice up = 6%; LMNA splice mod = 2%; RECQ1 inh = -8%; TexasRed fluor = -1%; GoLoco inh red = -10%

Only part of the results is shown. The share of hits here may be higher or lower than overall.
